# MC4R antag cAMP = human MC4R antagonism in cAMP assay | 0.48% of 360,000 active | AID 540295 | MC4R-expressing cells, MTII-stimulated cAMP, LANCE TR-FRET | inhibition, % at 6.5 µM;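 active = inhibition above its plate's cutoff, the mean of tested wells on that plate plus 3 SD, cut at about 29% in these data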;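 note: 0% = Melanotan II alone and 100% = Melanotan II plus saturating MCL0020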
#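 System – human MC4R-expressing U2OS cells · Also added – Melanotan II · Dosing – one concentration, 6.5 µM nominal · Timing – 30-min compound, 1-h challenge, 1-h detection, room temperature · Measured by – Eu-cAMP/anti-cAMP TR-FRET, emission 671 nm · Replicates – singlicate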
# MC4R barr agon = human MC4R agonism via beta-arrestin; activation, % at 8.9 µM; AID 540308; 0.98% of 360,000 active; U2OS MC4R beta-arrestin complementation, luminescence; percent of melanotan II response, DMSO zero;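 active = activation above a per-plate cutoff, the mean activation of sample wells on that plate plus 3 SD, cut at about 8% in these data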
# ABHD5 PLIN5 PPI = inhibitors of human ABHD5-perilipin-5 interaction. Q00G26+Q8WTS1. Split G. princeps luciferase complementation, luminescence, 4 h. inhibition, % at 4 µM. 0.78% of 360,000 active;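 active = inhibition above the mean inhibition across every tested compound plus 3 SD, cut at about 22% in these data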;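 note: 0% = DMSO only wells and the 100% control is not disclosed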
# PDI inh = blocks human protein disulfide isomerase activity. P07237. PDI insulin aggregation turbidity, A650, 90 min. inhibition, % at 10 µM. 0.052% of 350,000 active;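 active = mean inhibition across replicates of 30% or more, whatever share of single replicates reach that level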;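 note: absorbance from insulin aggregation driven by PDI reduction with DTT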
# ABCB6 inh MLPCN = inhibitors of human ABC transporter ABCB6; Q9NP58; K562-ABCB6 porphyrin accumulation, flow cytometry, 1 h; stronger effect = lower value; fluorescence ratio to DMSO, % at 10 µM; 0.19% of 360,000 active;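 active = fluorescence ratio to DMSO below 75%, the collection mean minus 3 SD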;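 note: signal is porphyrin accumulated inside mitochondria; 100% equals median channel fluorescence of DMSO control wells; lower ratio means ABCB6 inhibition with less porphyrin fluorescence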
# Target sequence (Q9NP58 whole entry, looked up): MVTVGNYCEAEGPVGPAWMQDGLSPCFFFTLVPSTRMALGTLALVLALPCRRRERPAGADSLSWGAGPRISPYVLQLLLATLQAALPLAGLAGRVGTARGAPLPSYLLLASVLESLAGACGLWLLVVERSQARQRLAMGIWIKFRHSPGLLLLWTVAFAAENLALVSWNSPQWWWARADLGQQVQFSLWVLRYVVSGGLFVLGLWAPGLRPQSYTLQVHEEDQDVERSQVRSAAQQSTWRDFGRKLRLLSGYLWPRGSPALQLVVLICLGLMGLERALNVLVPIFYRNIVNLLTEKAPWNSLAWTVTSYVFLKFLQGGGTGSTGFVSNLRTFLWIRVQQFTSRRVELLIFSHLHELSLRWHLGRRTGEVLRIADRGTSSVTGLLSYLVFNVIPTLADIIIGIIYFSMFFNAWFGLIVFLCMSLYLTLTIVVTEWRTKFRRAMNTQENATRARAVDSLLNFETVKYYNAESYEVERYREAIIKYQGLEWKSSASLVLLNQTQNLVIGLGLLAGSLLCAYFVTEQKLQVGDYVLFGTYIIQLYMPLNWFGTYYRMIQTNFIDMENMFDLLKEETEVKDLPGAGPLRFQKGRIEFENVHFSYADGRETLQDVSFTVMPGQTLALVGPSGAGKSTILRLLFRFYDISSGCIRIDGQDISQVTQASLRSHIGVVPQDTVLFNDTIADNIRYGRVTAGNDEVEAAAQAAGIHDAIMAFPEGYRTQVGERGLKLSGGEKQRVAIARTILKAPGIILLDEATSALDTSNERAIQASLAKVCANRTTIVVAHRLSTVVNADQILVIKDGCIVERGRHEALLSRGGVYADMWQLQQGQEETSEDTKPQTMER
# m5-HT2A agonist = activates the mouse 5-HT2A serotonin receptor | 0.66% of 360,000 active | P35363 | activation, % at 7.6 µM | CHO-K1 mHTR2A beta-arrestin complementation, luminescence; percent of 30 µM serotonin response;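 active = activation above a run cutoff, the mean activation of all tested compounds plus 3 SD, cut at about 14% in these data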;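 note: 0% = plate median of compound wells and 100% = 30 µM serotonin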
# Exocytosis inh = lytic granule exocytosis inhibition | TALL-104 LAMP-1 surface exposure, flow cytometry; cells stimulated with thapsigargin and PMA | inhibition, % at 10 µM | 0.66% of 360,000 active;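 active = inhibition above about 55%, limit read from the data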
# Glyco luc inh = blocks N-linked glycosylation in D54 reporter cells. D54 ERlucT glycosylation luciferase reporter, 24 h; percent of 100 nM tunicamycin response. reporter increase, % at 12.5 µM. 0.23% of 360,000 active. AID 588692;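 active = mean luciferase reporter signal, scaled so untreated is 0 and the glycosylation-blocking control 100, at or above a set limit in every replicate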;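 note: luciferase carries N-glycosylation sites so blocking glycosylation raises the light; 0% = median of neutral control wells and 100% = median of 100 nM tunicamycin wells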
# H9c2 protect = myocardial damage modulation in H9c2 cells; 0.63% of 360,000 active; H9c2 cardiomyocytes, H2O2 injury protection, ATPLite, 2 h; protection from H2O2 cell death, % at 20 µM;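 active = compounds giving at least 50% protection of heart cells from peroxide-induced death in the single-dose screen, raw or plate-pattern-corrected value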;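 note: 0% = DMSO wells with peroxide and 100% = DMSO wells without peroxide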
# CaV13 FRET inh = Disruptors of the CACNA1D IQ motif to Ca2+-dependent inactivation inhibitor domain association, primary screening, Förster resonance energy transfer in intact living …; 0.098% of 340,000 active; AID 743397; inhibition, % at 12.3 µM; HEK cells, CFP/YFP FRET ICDI-IQ, plate reader, 10 min; percent FRET-ratio fall versus neutral wells;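 active = mean replicate inhibition of at least 30% and at least 1% of replicates passing that level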;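 note: 0% = median of the neutral control wells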
# Numbers without * were called inactive; · = no result given.
SMILES,MC4R antag cAMP,MC4R barr agon,ABHD5 PLIN5 PPI,PDI inh,ABCB6 inh MLPCN,m5-HT2A agonist,Exocytosis inh,Glyco luc inh,H9c2 protect,CaV13 FRET inh
OC1C=CSc2nc3ccccc3n21 (stereo unspecified),12.4,-2.3,11.8,-4.3,88.0,-9.5,2.5,3.6,8.3,-1.0
CC(C)Cn1c(SCc2nnc(-c3cccs3)o2)nc(O)cc1=O,5.4,0.9,0.9,6.3,89.0,-1.4,2.6,2.4,-5.6,-4.4
O=C(CCc1nnc2ccc(NCc3ccco3)nn12)Nc1ccc(F)cc1F,10.7,-4.1,1.0,0.0,97.0,1.8,15.0,1.3,1.8,-2.6
O=C(O)CC(Cn1cnnn1)c1ccccc1 (stereo unspecified),0.2,1.1,7.5,·,101.0,3.6,4.4,4.0,11.2,-2.3
O=C(CSc1nnc(-c2ccco2)n1Cc1ccccc1)NCc1ccccc1,0.6,-1.2,0.9,-0.6,82.0,-2.4,0.6,0.3,-10.9,-0.2
COC(=O)C1(C(=O)OC)NOC2C(=O)N(N(C)c3ncc(C(F)(F)F)cc3Cl)C(=O)C21 (stereo unspecified),-1.4,-1.9,-1.0,12.2,95.0,1.3,-1.2,0.3,-3.6,11.4
CC1(C(=O)Nc2ccc3c(c2)OCCO3)CCN1C(=O)c1ccco1 (stereo unspecified),2.8,0.1,0.2,5.6,97.0,2.0,-2.0,1.4,1.7,-2.8
Cc1nn(-c2ccccc2)c(Cl)c1C(=O)NNC(=O)c1ccccc1O,-2.0,-0.4,7.9,17.6,103.0,3.4,-6.1,-5.3,57.3*,-13.8
CCCc1nnc(-c2ccc(OC)cc2)o1,5.4,-1.6,-2.2,4.9,95.0,1.3,4.3,0.2,-2.4,-2.2
CCN(CC)S(=O)(=O)c1ccc(-c2cn3ccccc3n2)cc1,-0.8,-2.5,-3.0,-3.7,95.0,-1.1,17.8,4.4,-2.0,-10.8
CCn1nnnc1SCC(=O)NC1Cc2ccccc2C1,1.2,-1.6,-0.9,1.8,101.0,0.2,6.1,-0.1,-0.4,-20.3
Cc1nn(C(C)(C)C)c(OC(=O)c2cccs2)c1S(=O)(=O)c1ccccc1,4.6,-0.5,-7.9,-7.0,74.0*,-7.6,3.9,5.3,-6.1,-4.6
C[C@H](CO)N1C[C@H](C)[C@@H](CN(C)Cc2ccccc2)Oc2c(NC(=O)C3CC3)cccc2C1=O,0.1,-1.3,2.3,-0.8,94.0,0.5,-3.9,-2.5,12.6,-10.1
Cc1ccc(NC(=O)COC(=O)[C@H](C)NC(N)=O)c(C)c1,5.7,1.4,3.5,-1.3,102.0,4.1,-3.8,3.0,-3.4,-1.4
CCCCCCCCN1C(=O)[C@H](CC(=O)N2CCN(C(=O)C3CC3)CC2)C[C@@]2(C(=O)OCC)CCCC=C12,·,·,-3.3,·,95.0,-2.8,3.0,·,·,-2.9
O=C(O)c1ccccc1-c1ccc([N+](=O)[O-])cc1Cl,-3.4,2.0,3.5,0.6,99.0,6.8,0.3,-1.9,0.1,-5.8
CCOC(=O)C1=C(Nc2ccccc2)OCC1=O,-3.8,-2.6,-1.4,-6.2,96.0,2.3,-2.6,-0.7,-0.9,-5.7
COc1ccc(NC(=O)c2ccc(-n3cccn3)c([N+](=O)[O-])c2)cc1,2.4,-0.7,-2.4,1.3,99.0,0.5,-2.7,2.3,-0.6,-4.5
O=S(=O)(c1ccccc1)c1nc(NCc2ccccc2)sc1Cl,-3.8,-2.8,0.2,1.7,99.0,-2.0,-2.0,-2.7,-10.0,-4.5
CCCCC(CCC(=O)Nc1ccc(C(=O)OCC)cc1)C(=O)O (stereo unspecified),5.3,-1.0,2.4,3.7,99.0,-0.6,-2.6,-0.9,8.5,-5.2

# The closing 2 compounds of the part before lead into the next:
SMILES,MC4R antag cAMP,MC4R barr agon,ABHD5 PLIN5 PPI,PDI inh,ABCB6 inh MLPCN,m5-HT2A agonist,Exocytosis inh,Glyco luc inh,H9c2 protect,CaV13 FRET inh
O=S(=O)(c1ccccc1)c1nc(NCc2ccccc2)sc1Cl,-3.8,-2.8,0.2,1.7,99.0,-2.0,-2.0,-2.7,-10.0,-4.5
CCCCC(CCC(=O)Nc1ccc(C(=O)OCC)cc1)C(=O)O (stereo unspecified),5.3,-1.0,2.4,3.7,99.0,-0.6,-2.6,-0.9,8.5,-5.2
O=C(c1cc2ccccc2oc1=O)N1CCN(c2ccc(N3CCOCC3)nn2)CC1,0.2,-2.2,-1.0,-6.7,89.0,1.5,-3.5,2.2,1.5,-7.0
Cc1csc(C(=O)O)c1-c1c(C)csc1C(=O)O,-3.2,3.2,14.8,-1.9,98.0,6.4,-4.0,2.1,8.3,-2.4
Cc1ccc(NC(=O)CN2C(=O)NC(Cc3ccccc3)C2=O)c(Br)c1 (stereo unspecified),16.5,-0.9,2.5,-1.4,94.0,2.6,-2.8,1.5,1.3,0.8
O=C(NCCCN1CCCC1=O)c1cc(NS(=O)(=O)c2ccc(F)cc2)cc(NS(=O)(=O)c2ccc(F)cc2)c1,16.5,0.6,-7.7,-0.4,103.0,1.9,3.9,-0.4,8.1,-3.7
CCN(CC)S(=O)(=O)c1ccc(N(C)C)c(NC(=O)CC(NC(C)=O)c2ccccc2)c1 (stereo unspecified),11.5,0.8,3.1,-4.1,100.0,-0.7,15.8,2.3,-1.9,·
Cc1ccc(S(=O)(=O)Nc2c(C)cc([N+](=O)[O-])cc2C)cc1,-5.4,4.5,-4.1,-10.6,88.0,-1.8,-3.7,2.7,-9.1,-6.3
O=C(COC(=O)C1COc2ccccc2O1)NC(=O)NC1CCCCC1 (stereo unspecified),0.1,0.3,-2.9,-0.8,98.0,2.3,2.4,1.9,5.2,-1.5
CSc1nc(C)cc(C)c1C(N)=O,-1.1,-2.3,-2.4,-20.3,91.0,-0.7,-2.4,1.2,-3.7,1.9
CC1(C(=O)Nc2nc3ccc(S(C)(=O)=O)cc3s2)CC1(Cl)Cl (stereo unspecified),5.4,-1.4,-0.6,-9.4,99.0,-4.4,-4.9,-1.5,1.7,-1.3
O=C(NC1(C(F)(F)F)NC(=O)N(c2ccc(F)cc2)C1=O)c1cccs1 (stereo unspecified),5.5,0.1,3.0,-20.4,130.0,18.2*,0.1,-0.8,8.8,-10.0
C=C(C)C1CC=C(C)/C(=N/NC(=O)COc2cccc(C)c2)C1 (stereo unspecified),8.6,0.7,4.2,-2.0,99.0,-3.0,0.9,-0.7,-6.0,-3.6
CCC(NC(=O)c1ccccc1NC(=O)c1ccccc1)C(=O)NNC(=O)c1cccnc1 (stereo unspecified),17.4,-1.0,1.3,-4.5,94.0,1.2,-5.8,-1.2,6.5,-4.5
O=c1c(Br)c(Br)cnn1-c1ccccc1,24.1,3.0,1.8,9.2,75.0,14.0,11.6,-16.4,-36.7,-1.5
Fc1ccccc1NC(=S)N1CCOCC1,12.2,0.4,-17.6,2.2,98.0,-1.4,-0.5,-1.3,2.3,-20.4
CCNC(=O)NC(=O)C(C)OC(=O)c1oc2ccccc2c1CSC1CCCCC1 (stereo unspecified),1.7,0.3,-0.9,-1.2,96.0,0.6,2.1,-4.0,-0.2,-7.4
O=C1Nc2ccc(F)cc2C12Nc1ccccc1-c1nnc(SCc3ccccc3Cl)nc1O2 (stereo unspecified),8.5,-2.1,-7.7,7.3,97.0,-7.0,-0.3,2.1,-3.1,·
CN1CCN(C(=O)c2cccc(S(=O)(=O)N3CCCC3)c2)CC1,1.3,-2.7,0.0,-60.3,96.0,-2.3,-5.3,1.0,8.4,-5.2
COC(=O)C[C@H]1C[C@H]2c3cc(NC(=O)Cc4ccncc4)ccc3O[C@H]2[C@@H](CO)O1,-1.1,-0.4,-4.1,-1.7,108.0,-0.6,-5.6,1.8,-3.0,-5.1
COc1c(Cl)cccc1-c1cn2ccc(C)cc2n1,-5.8,-1.3,-0.2,14.0,95.0,-0.3,1.3,-9.9,-11.0,0.0
CCCCN(CCCC)C(=O)c1sc2nc(N3CCOCC3)c3c(c2c1N)CCCC3,3.6,1.6,-4.7,-3.4,95.0,2.8,2.8,-4.1,2.6,-4.4
CN(C(=S)NC1CCCCC1)C1(c2ccccc2Cl)CCCCC1=O (stereo unspecified),3.0,0.9,-6.5,10.2,100.0,-3.4,-2.4,-4.6,-11.7,-5.4
Cc1oc(C(C)(C)C)cc1C(=O)Nc1ccc2c(c1)OCO2,5.8,2.6,0.6,-1.8,95.0,4.5,4.7,0.8,-9.6,-4.0
Cn1cc(SCC(=O)NC2CCCC2)c2ccccc21,5.5,-3.2,-5.3,-61.0,84.0,5.0,-0.5,-0.5,4.9,-3.1
COc1cccc(CN(C)CC(=O)NCc2ccccc2Cl)c1OC,16.1,3.1,-4.2,4.5,104.0,-1.3,-3.5,-2.1,-3.4,-2.5
Cc1csc(N2C(=O)C3C4CCC(O4)C3C2=O)n1 (stereo unspecified),7.5,-1.1,-4.8,9.7,128.0,0.3,0.8,-0.7,3.7,-5.5
Cc1cccc(-c2nnc(SCC#N)n2-c2cccc(Cl)c2)c1,4.5,-0.6,-2.5,-0.6,102.0,-0.3,-1.2,-3.9,3.3,-8.7

# Compounds above containing two or more sulfur atoms, in the order listed:
SMILES,MC4R antag cAMP,MC4R barr agon,ABHD5 PLIN5 PPI,PDI inh,ABCB6 inh MLPCN,m5-HT2A agonist,Exocytosis inh,Glyco luc inh,H9c2 protect,CaV13 FRET inh
CC(C)Cn1c(SCc2nnc(-c3cccs3)o2)nc(O)cc1=O,5.4,0.9,0.9,6.3,89.0,-1.4,2.6,2.4,-5.6,-4.4
Cc1nn(C(C)(C)C)c(OC(=O)c2cccs2)c1S(=O)(=O)c1ccccc1,4.6,-0.5,-7.9,-7.0,74.0*,-7.6,3.9,5.3,-6.1,-4.6
O=S(=O)(c1ccccc1)c1nc(NCc2ccccc2)sc1Cl,-3.8,-2.8,0.2,1.7,99.0,-2.0,-2.0,-2.7,-10.0,-4.5
Cc1csc(C(=O)O)c1-c1c(C)csc1C(=O)O,-3.2,3.2,14.8,-1.9,98.0,6.4,-4.0,2.1,8.3,-2.4
O=C(NCCCN1CCCC1=O)c1cc(NS(=O)(=O)c2ccc(F)cc2)cc(NS(=O)(=O)c2ccc(F)cc2)c1,16.5,0.6,-7.7,-0.4,103.0,1.9,3.9,-0.4,8.1,-3.7
CC1(C(=O)Nc2nc3ccc(S(C)(=O)=O)cc3s2)CC1(Cl)Cl (stereo unspecified),5.4,-1.4,-0.6,-9.4,99.0,-4.4,-4.9,-1.5,1.7,-1.3
